# Vc quorum ag: induces V. cholerae light production without autoinducers; V. cholerae BH1578 lux reporter, luminescence, 6 h; activation, % at 18.7 µM; 350,000 tested, 0.16% active; AID 588436; in the data active = activation mostly above about 9.7%, no sharp cut-off; inconclusive = no clear call, values can overlap the other calls; inactive = mostly below about 3.7%; note: not every result past the cut was called active; inactives centre near 0; reference of the scale not given here
# BoNT A protease: blocks Botulinum neurotoxin A light chain protease. inhibition, % at 10 µM. 360,000 tested, 0.17% active. AID 588499. multiplex microsphere protease substrate cleavage, flow cytometry; note: plate controls were buffer without enzyme for full effect and enzyme alone for no effect
# Yp Topo-I inh: blocks Yersinia pestis topoisomerase I activity; Y. pestis Topo-I cleavage product accumulation, plate reader; activity, % at 10 µM; 360,000 tested, 0.064% active; AID 504884; in the data active = activity above about 50%, passing the limit was not always enough; inconclusive = no clear call, values can overlap the other calls; note: inactives centre near 2
# PfHsp40 rescue: restores yeast growth despite PfHsp40 toxicity. S. cerevisiae expressing PfHsp40, growth rescue, ATP luminescence. growth rescue, % at 12.5 µM. 340,000 tested, 0.68% active; in the data active = growth rescue above about 28%, passing the limit was not always enough; inconclusive = no clear call, values can overlap the other calls;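 note: yeast W303a lacking pdr1 and pdr3 grown in galactose medium; growth measured after three days at 30 °C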
# TcdB GH inh: TcdB glycohydrolase inhibition; P18177; TcdB glycohydrolase enzymatic assay, plate reader; inhibition, % at 9.99 µM; 350,000 tested, 0.24% active; AID 652162; in the data active = inhibition above about 10%
# Anthrax LF prot: blocks Bacillus anthracis lethal factor protease | 360,000 tested, 0.12% active | inhibition, % at 10 µM | multiplex microsphere protease cleavage assay, LF | AID 588501 | P15917; note: plate controls were buffer without enzyme for full effect and enzyme alone for no effect
# PrPC TRFRET: reduces human prion protein on the cell surface; P04156; cell surface PrPC, TR-FRET read-out; inhibition, % at 13.8 µM; 370,000 tested, 0.43% active; AID 720596; in the data active = inhibition above about 24%; note: 0% = median of the test wells and 100% = reference compound wells
# SARS 3CLpro inh: SARS-CoV 3CLpro protease inhibition; recombinant SARS-CoV 3CLpro, quenched FRET peptide cleavage; inhibition, % at 6 µM; P0C6X7; 290,000 tested, 0.14% active; AID 1706; in the data active = inhibition above about 12%
# PriA SSB inh: blocks PriA binding to SSB C-terminal tail. AlphaScreen SSBct-PriA binding, biotinylated peptide. inhibition, % at 33 µM. 430,000 tested, 0.6% active; in the data active = inhibition mostly above about 37%, no sharp cut-off; inactive = mostly below about 20%;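 note: plate controls were negative control peptide for no effect and reference peptide for full effect; strong numbers were not always called active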
# Starred values were filed as active, the others as inactive; i = inactive; ? = inconclusive; / = not tested or not shown; & = joins results of further samples. Cut-off read from the data, not from the text of the source, unless noted: active = inhibition above about 30%; inconclusive = no clear call, values can overlap the other calls; inactive = below that. Not all compounds are listed, so the mix of outcomes need not match the whole.
SMILES,Vc quorum ag,BoNT A protease,Yp Topo-I inh,PfHsp40 rescue,TcdB GH inh,Anthrax LF prot,PrPC TRFRET,SARS 3CLpro inh,PriA SSB inh
COc1ccc(NC(=S)NCCc2ccc(S(N)(=O)=O)cc2)c(OC)c1,-0.1,2.7,-4.2,-0.8,1.3,6.3,0.1,1.9,-10.1
CC1CCN(C(=O)CNC(=O)CNS(=O)(=O)c2ccccc2)CC1,i,1.5,5.7,-1.3,0.5,3.1,6.1,0.6,-16.7
CCNc1nc2[nH]c(=O)c3c(c2s1)OC(N)=C(C#N)C3c1ccc(C)cc1 (stereo not given),i,0.8,6.7,-0.5,/,0.5,-3.1,1.6,5.4
Cc1cccc(-n2c(CNC(=O)Cc3ccccc3)n[nH]c2=S)c1,-0.2,-1.0,1.3,-1.0,1.9,-5.7,4.4,1.9,-4.8
Nc1nc(COc2ccccc2)cs1,-0.4,0.3,1.3,0.4,1.7,-1.1,10.8,0.2,-10.9
Cc1[nH]nc(N)c1-c1ccccc1,-0.3,-0.6,3.3,-2.0,1.7,-2.8,-1.0,7.5,-1.5
O=C1CC(N2CCCN(C3CC(=O)N(c4ccc(F)cc4)C3=O)CC2)C(=O)N1c1ccc(F)cc1 (stereo not given),i,0.1,-3.2,0.5,/,-1.5,5.2,-7.8,-15.1
CCOc1ccc2c(c1)/C(=C(\C(Cl)=C(Cl)Cl)[N+](=O)[O-])N2,/,2.4,-0.6,1.3,1.1,-1.8,-4.5,-3.8,-8.3
Cc1cc(C)c2c(n1)SCC(=O)N2CC(=O)Nc1ccc(Br)c(C)c1,i,/,0.0,-0.9,-3.0,/,7.4,6.3,-10.6
COC(=O)C1=C(C)NC(C)=C(C(=O)OC)C1C(=O)OCC(=O)N1c2ccccc2CC1C (stereo not given),-3.7,0.0&-1.3,7.0&7.7,-0.7&1.0,-0.3,-0.1&-0.4,-6.3&-1.2,2.5,-0.6
O=[N+]([O-])c1ccc(/C=[N+](\[O-])[C@@H]2CCCC[C@@H]2/[N+]([O-])=C/c2ccc([N+](=O)[O-])o2)o1,i,-5.5,-3.2,-1.3,0.8,-4.9,-19.9,-5.2,13.1
COc1ccc(OCC(=O)NC(=S)Nc2ccccc2F)cc1,-0.2,-0.3,12.2,1.5,0.4,-3.4,6.9,-4.7,2.0
COC(=O)C1CCN(Cc2c(C(=O)N3C[C@@H](C)O[C@@H](C)C3)nc3ccc(Cl)cn23)CC1,i,1.0,-0.6,-1.6,1.5,-3.3,-5.9,-2.2,-3.9
COc1ccccc1C(=O)NC(C)c1ccc(-n2ccnc2)cc1 (stereo not given),i,0.7,10.2,-0.8,0.6,-0.2,2.7,-3.1,3.2
CC(=O)N/N=C\c1cccc(OC/C=C/c2ccccc2)c1,i,/,23.6,-1.1,-0.7,/,6.3,0.9,/

# Structures above containing nitrogen in an aromatic ring, in the order listed:
SMILES,Vc quorum ag,BoNT A protease,Yp Topo-I inh,PfHsp40 rescue,TcdB GH inh,Anthrax LF prot,PrPC TRFRET,SARS 3CLpro inh,PriA SSB inh
CCNc1nc2[nH]c(=O)c3c(c2s1)OC(N)=C(C#N)C3c1ccc(C)cc1 (stereo not given),i,0.8,6.7,-0.5,/,0.5,-3.1,1.6,5.4
Cc1cccc(-n2c(CNC(=O)Cc3ccccc3)n[nH]c2=S)c1,-0.2,-1.0,1.3,-1.0,1.9,-5.7,4.4,1.9,-4.8
Nc1nc(COc2ccccc2)cs1,-0.4,0.3,1.3,0.4,1.7,-1.1,10.8,0.2,-10.9
Cc1[nH]nc(N)c1-c1ccccc1,-0.3,-0.6,3.3,-2.0,1.7,-2.8,-1.0,7.5,-1.5
Cc1cc(C)c2c(n1)SCC(=O)N2CC(=O)Nc1ccc(Br)c(C)c1,i,/,0.0,-0.9,-3.0,/,7.4,6.3,-10.6
COC(=O)C1CCN(Cc2c(C(=O)N3C[C@@H](C)O[C@@H](C)C3)nc3ccc(Cl)cn23)CC1,i,1.0,-0.6,-1.6,1.5,-3.3,-5.9,-2.2,-3.9
COc1ccccc1C(=O)NC(C)c1ccc(-n2ccnc2)cc1 (stereo not given),i,0.7,10.2,-0.8,0.6,-0.2,2.7,-3.1,3.2

# (more compounds)
SMILES,Vc quorum ag,BoNT A protease,Yp Topo-I inh,PfHsp40 rescue,TcdB GH inh,Anthrax LF prot,PrPC TRFRET,SARS 3CLpro inh,PriA SSB inh
CC1Oc2ccccc2C=C1/C=N/NC(=O)c1ccccc1O (stereo not given),-2.6,0.2,-1.5,0.4,/,-1.0,3.0,-0.7,/
CC1(C)CC2CC(C)(CN2C(=O)COC(=O)c2ccc(Cl)cc2N)C1 (stereo not given),3.1,0.6,9.1,-1.9,/,0.2,0.6,-2.8,-13.9
CN(CC(=O)Nc1ccccc1Br)CC(=O)Nc1ccccc1-c1ccccc1,-1.4,/,38.1,1.2,-1.4,/,1.8,/,-5.2
S=C(Nc1ccc(Cl)cc1Cl)Nc1ccccc1Oc1ccccc1,i,0.1,14.0,1.2,/,-6.9,/,4.2,-0.5
CC1OC(Nc2ccc(N=Nc3ccccc3)cc2)C(O)C(O)C1O (stereo not given),-0.3,0.5,-1.1,7.2,1.0,-1.3,-15.8,2.2,26.9
Cc1ccc(CC(=O)Nc2cccc(C(=O)Nc3c(C)n(C)n(-c4ccccc4)c3=O)c2)cc1C,-0.3,-0.5,16.0,/,1.2,-4.7,2.7,/,/
COc1ccc(/C=C2\NC(=S)N(CC3CCCO3)C2=O)c(OC)c1C (stereo not given),0.2,9.5,15.0,3.8,/,10.2,1.3,-1.3,2.3
COc1ccc(OC)c2c1sc(=NC(=O)C1CCCCC1)n2C,-0.2,-1.2,1.7,-0.3,0.8,-1.9,-4.7,-0.1,0.6
Cc1ccccc1N(CC(=O)N/N=C/c1cc(Br)c(C)o1)S(C)(=O)=O,-0.2,-0.1,2.3,-0.8,/,0.4,-1.9,-7.4,/
CCOC(=O)c1c(NC(=O)COC(=O)c2ccccn2)sc(C)c1C,i,-0.2,1.3,0.5,-0.2,-5.6,-1.2,/,5.2
C=CCn1c(=O)/c(=C/c2ccc(Cl)cc2)s/c1=C(/C#N)c1nnc2n1CCCCC2,-10.0,2.1,2.8,-1.1,/,-1.1,-0.8,-2.0,/
Clc1ccc(-c2[nH]ncc2N=Nc2ccccc2)cc1,i,-0.3,-6.7,4.7,-0.4,-11.1,-3.6,6.0,-13.3
CC(C)(C)N(Cc1ccccc1)C(=O)c1ccc(Cl)cc1[N+](=O)[O-],i,-0.7,20.6,-0.2,2.2,2.8,-9.1,5.3,6.8
Nc1nc2ncc(C(=O)c3cc(Cl)cc(Cl)c3O)cc2s1,-0.4,1.1,6.9,0.8,-2.3,-11.7,11.7,-2.8,-0.5
CCN(CC(=O)Nc1c(F)cccc1F)C(=O)c1ccc2c(c1)NC(=O)C(C)S2 (stereo not given),-1.9,8.7,3.7,0.8,2.0,2.9,-3.3,/,-7.2
CCCCCCCCC(=O)NCCOc1ccccc1,i,0.2,22.1,2.7,-7.2,0.1,10.6,-2.1,-26.2
CC(=O)N[C@@H](C)C(=O)N1CCC(n2nccc2NC(=O)CCCc2ccccc2)CC1,12.5,1.9,-2.4,0.4,1.2,0.5,-1.1,2.6,0.9
Cc1cccc(C(=O)Nc2sc(C(=O)N3CCCC3)c(C)c2C#N)c1,6.2,0.1,2.4,3.2,/,-2.4,4.7,-1.5,-3.9
COc1ccc(C2C(C(=O)OCC3CCCO3)=C(C)NC3=C2C(=O)CC(c2ccco2)C3)cc1O (stereo not given),2.0,-0.5,9.5,1.5,/,-2.4,-1.4,0.4,7.5
Cc1ccc(C(=O)Nc2ccccc2C(N)=O)o1,-0.7,-0.1,1.6,-1.1,/,0.1,-3.5,0.2,-2.8
Cc1nc(SCc2cccc(Oc3ccccc3)c2)n[nH]1,i,-0.7,5.9,0.5,/,3.3,0.8,-7.4,-27.0
Cc1ccccc1OCC(=O)NC(Cc1c[nH]c2ccccc12)C(=O)O (stereo not given),-0.5,-1.4,5.3,0.1,-1.1,-6.4,-1.5,3.8,-23.4
COc1ccccc1Cc1c(C(C)(C)C)nc2c3ccccc3ccn12,/,1.2,/,/,0.5,1.4,3.0,/,/
O=C(COC(=O)c1ccco1)c1ccc(Cl)cc1,0.4,-4.4,-2.5,-0.3,1.2,0.9,-3.2,3.3,9.1
Cc1cc(C)c(NC(=O)CCCN2CCN(C)CC2)c(C)c1,-0.5,0.0,-6.0,-0.9,/,-2.7,1.0,1.2,-8.1
C[C@H]1CN=C(Nc2ccccc2)N1CC1CCCCCC1,-4.5,-1.3,2.2,-0.4,0.8,-6.0,2.1,0.1,-26.4
CCOc1ccccc1NC(=O)CCNC(=O)c1ccco1,-0.3,2.1,4.9,-1.1,1.9,2.3,1.4,0.7,-11.7
COC(=O)c1ccccc1NC(=O)NCc1ccccn1,i,-0.2,3.9,-0.4,/,-0.8,-2.1,-1.7,-3.1
CC(=O)Nc1c(O)nc(SCC(=O)N2CCCCC2)[nH]c1=O,-0.3,2.2,1.6,0.7,0.2,0.8,-6.3,/,-4.4
Cc1cc(C)cc(NC(=O)COC(=O)Cn2cnc3c2c(=O)n(C)c(=O)n3C)c1,i,-1.6,0.1,1.0,1.3,-5.0,-3.0,/,-0.9
COc1ccc(C)cc1NS(=O)(=O)c1ccc2c(c1)N(C)CCO2,i,-2.2,10.1,0.4,0.4,-0.9,2.8,3.4,19.6
O=C(Cn1ncc2c([nH]c3ccccc32)c1=O)N1CCN(c2ccccc2F)CC1,0.4,-1.0,3.3,-0.2,0.9,-2.6,1.2,2.4,-10.5
O=C(Nc1cccc2ccccc12)C1CCN(C(=O)NCc2ccccc2)CC1,1.3,0.5,9.2,1.5,/,0.6,-3.3,3.3,-5.6
Cc1ccc(S(=O)(=O)N2CCN(C(=O)Cn3nc(C)c([N+](=O)[O-])c3C)CC2)cc1,-0.5,-0.5,-2.0,0.7,1.3,-2.3,6.7,/,-2.9
O=[N+]([O-])c1cc(-c2ccccc2)cc([N+](=O)[O-])c1O,i,0.2,7.6,?,3.0,3.4,-21.6,/,-5.0
Cc1cc(C(=O)NCC(=O)OCC(=O)N2CCCCCC2)ccc1[N+](=O)[O-],1.6,0.4,3.1,0.3,/,-0.8,-7.0,0.8,-6.5
Cc1oc(C)c(C(=O)O)c1COc1ccc(C(=O)O)cc1,2.0,-0.5,0.3,-2.0,/,3.8,3.6,-5.6,-6.3
CCCC(=O)Nc1cc2c(cc1C(C)=O)OCCO2,-0.3,-0.1,-2.8,0.0,0.7,2.1,4.2,2.8,-17.5
COc1ccc(-c2nc3ccccc3c(=O)n2CCOc2cccc(C)c2C)cc1,-0.4,0.2,0.9,0.6,0.0,-0.7,-6.2,0.7,-11.1
O=S(=O)(c1ccc(C(F)(F)F)cc1)N1CCN(CCOc2ccccc2)CC1,-10.6,-0.9,-9.7,-1.0,-2.0,6.6,-10.6,/,-5.8
CCOc1ccc(OCCN2C(=O)NC3(CCCc4ccccc43)C2=O)cc1 (stereo not given),-0.5,-0.6,8.4,1.8,/,-4.3,-0.4,2.5,-0.1
CCOc1ccccc1C(=O)NC(C(=O)NCc1ccc(F)cc1)C(C)C (stereo not given),-0.5,-0.4,23.6,0.1,2.9,0.4,8.9,-0.7,-7.7
CCOC(=O)c1c(-c2ccccc2)c(C(C)=O)c(=O)n(C)c1C,i,-1.2,-10.7,-1.6,-2.1,2.3,-3.6,/,4.5
CC(C)(C)N(NC(=O)Nc1ccc(Cl)cc1)C(=O)c1ccccc1,i,-0.9,-0.5,6.4,/,-5.3,-2.5,3.4,-6.1
